High-throughput results deposited in PubChem by Sanford-Burnham Center for Chemical Genomics.
tim23-1 inh = inhibits growth of tim23-1 mutant yeast | S. cerevisiae tim23-1 growth, BacTiter-Glo luminescence, 24 h | inhibition, % at 20 µM | 330,000 tested, 1.3% active;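 active = growth inhibition of the mutant yeast at or above 50%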;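 note: temperature-sensitive mutant grown at 25 °C; plate controls were DMSO-treated mutant yeast for no effect and medium wells lacking yeast for full effect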
tim10-1 inh = inhibits growth of tim10-1 mutant yeast; S. cerevisiae tim10-1 ts strain growth, BacTiter-Glo, 24 h; inhibition, % at 20 µM; 330,000 tested, 2.2% active;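 active = inhibition of at least 40%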;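 note: mutant grown at 25 °C; 0% = DMSO wells with yeast and 100% = wells holding no yeast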
UPR XBP1 act = adaptive UPR (XBP1) activation; AID 463104; 330,000 tested, 0.33% active; CHO-XBP1 luciferase reporter, IRE1-XBP1 UPR activation, luminescence; percent of tunicamycin response, DMSO as zero; activation, % at 20 µM;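 active = versus positive control, 20 µM dose yields 30% or more activation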;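 note: 100% = tunicamycin at 10 µg/mL and 0% = DMSO only wells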
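Test system: CHO-XBP1 luciferase reporter cells | Buffer or medium: Serum-containing F12 medium, 10% FBS | Schedule: 6 h compound exposure at 37 °C, 5% CO2 | Detection: Steady-Glo luciferase glow luminescence, 10 min after reagent addition | Read-out basis: Activation, % of tunicamycin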
TIM10 inh = inhibits growth of TIM10 yeast strain. S. cerevisiae TIM10 strain growth, BacTiter-Glo luminescence, 24 h. inhibition, % at 10 µM. 330,000 tested, 1.4% active;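 active = inhibition of 40% or more at the single tested concentration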;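 note: wild-type TIM10 isogenic control strain grown at permissive 25 °C; 0% = DMSO yeast wells and 100% = minimal medium wells without yeast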
UPR CHOP act = apoptotic UPR (CHOP) activation | CHO-CHOP luciferase reporter, luminescence; percent of tunicamycin response over DMSO baseline | AID 449763 | 330,000 tested, 0.34% active | activation, % at 10 µM;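 active = at 10 µM dose, activation of 40% or more, normalized to positive control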;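 note: 100% = tunicamycin at 10 µg/mL and 0% = DMSO alone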
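assay system = CHO CHOP reporter cells | amount = 500 CHO-CHOP cells per well | buffer or medium = F12 with 10% FBS | incubation = 16-18 h cell attachment, then 6 h compound exposure, 37 °C | detection = luminescence read with Steady-Glo | read-out = percent activation relative to tunicamycin control | controls = tunicamycin high control, DMSO low control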
APJ ag = activates the human apelin receptor APJ; activation, % at 20 µM; P35414; CHO-K1 APJ PathHunter beta-arrestin, luminescence; 0% DMSO wells, 100% apelin; AID 2520; 330,000 tested, 0.11% active;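 active = activation more than six SD over the plate average, tested at 20 µM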;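 note: 0% = DMSO alone and 100% = apelin-13 at 10 nM; some results filed as inactive read as strong as hits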
Target sequence (P35414 whole entry, looked up): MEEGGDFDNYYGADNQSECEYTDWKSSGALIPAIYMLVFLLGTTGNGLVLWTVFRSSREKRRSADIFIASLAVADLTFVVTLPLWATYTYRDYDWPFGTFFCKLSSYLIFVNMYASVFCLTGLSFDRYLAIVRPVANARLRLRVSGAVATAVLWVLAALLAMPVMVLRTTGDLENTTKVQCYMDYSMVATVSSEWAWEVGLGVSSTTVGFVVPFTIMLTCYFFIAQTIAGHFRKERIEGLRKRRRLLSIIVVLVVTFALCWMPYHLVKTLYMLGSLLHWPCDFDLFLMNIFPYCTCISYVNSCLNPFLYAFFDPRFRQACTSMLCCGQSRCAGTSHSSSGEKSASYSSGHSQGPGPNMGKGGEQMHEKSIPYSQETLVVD
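Test system: CHO-K1 APJ beta-arrestin complementation cell line | Compound: Single test compound dose, 20 µM final, 1% DMSO | Incubation: Compound 90 min 25 °C, reagent 1 h | Measured by: beta-gal luminescence | Read-out basis: APJ–arrestin association signal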
NR3A LBD binder = modulators (binders) of human NR3A ligand-binding domain | NR3A LBD differential scanning fluorimetry, Tm shift; 0% = protein alone, 100% = glycine-bound protein | Tm shift relative to glycine control, % at 25 µM | 340,000 tested, 2.5% active;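 active = melting temperature shift of at least 10% of the positive control shift, at one fixed dose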
NLRP3 yeast inh = inhibitors of NALP3 inflammasome in yeast; 330,000 tested, 0.39% active; AID 2825; inhibition, % at 10 µM; Yeast reconstituted NLRP3/ASC/caspase-1, beta-gal luminescence, 24 h;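 active = inhibition of 50% or more; inactive = inhibition below 50%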;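 note: plate controls were induced DMSO wells for no effect and uninduced yeast grown without galactose for full effect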
Mdm2-MdmX inh = inhibitors of human Mdm2/MdmX interaction; 330,000 tested, 3% active; O15151+Q00987; SaOS-2 split-luciferase Mdm2/MdmX complementation, luminescence; inhibition, % at 8 µM;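 active = inhibition of at least 50% at 8 µM in the primary screen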
The depositor's hits bear a star.

SMILES | tim23-1 inh | tim10-1 inh | UPR XBP1 act | TIM10 inh | UPR CHOP act | APJ ag | NR3A LBD binder | NLRP3 yeast inh | Mdm2-MdmX inh
O=C(Cc1ccc(Cl)c(Cl)c1)Nc1ccccc1N1CCCC1 | 33 | 22 | -6 | 10 | 1.2 | -1 | -10 | 12 | 28
Cc1cc(C)cc(C(=O)NCCN2CCOCC2)c1 | 3 | -3 | -4 | -8 | -0.5 | -1 | 1 | 13 | 25
CCCCOc1ccc(C2/C(=C(\O)c3ccc4c(c3)OCCO4)C(=O)C(=O)N2CCCN2CCOCC2)cc1 (centres undefined) | 7 | 5 | -4 | 11 | 0.5 | 3 | 7 | 60* | 8
COc1cc2ccccc2cc1C(=O)N(CCN(C)C)c1nc2c(OC)ccc(OC)c2s1 | 21 | 46* | 4 | 25 | 3.8 | -5 | 1 | 11 | 61*
[O-][n+]1c2cc(C(F)(F)F)ccc2c2n1CCN=C2c1ccc(Cl)cc1 | 9 | 14 | -1 | 6 | 1.7 | 6 | -2 | 6 | 19
O=C(NCCCN1CCOCC1)C(C(=O)NCCCN1CCOCC1)c1ncc(C(F)(F)F)cc1Cl | 4 | -2 | -3 | 11 | 0.5 | -2 | 3 | 16 | 7
CCN1CCN(Cc2cc(=O)oc3ccc(C)cc23)CC1 | -10 | -11 | -4 | 13 | -0.7 | 2 | -1 | 8 | 9
Cc1nnc(NC(=O)CC(CN(C)S(=O)(=O)c2ccccc2)c2ccccc2)s1 (centres undefined) | 14 | 5 | -2 | -1 | -0.1 | -6 | 0 | 10 | 31
Cc1cccc(C)c1-n1c(C)nn(CC#N)c1=O | -9 | 9 | -3 | -5 | -0.5 | -2 | 2 | 13 | 12
Nn1c(SCC(=O)Nc2ccc3c(c2)OCO3)nnc1-c1cccc(Cl)c1 | 7 | 5 | -1 | -5 | -0.3 | -1 | 1 | 0 | 4
COc1ccc(OC)c(NC(=O)CC2C(=O)NCCN2C(=O)Nc2cccc(Cl)c2)c1 (centres undefined) | 13 | 9 | -1 | 5 | -1.0 | -2 | -4 | 11 | 6
O=C(CCNC(=O)c1ccc(Br)cc1)NCc1ccncc1 | -11 | -18 | 2 | -5 | 0.7 | -6 | 0 | 7 | 11
O=c1c2ccccc2nc2ccc(N3CCOCC3)nn12 | 10 | 7 | -2 | -4 | 1.3 | 3 | 0 | 2 | -9
N#Cc1ccc(CSC2=NCCN2)cc1 | 2 | -16 | 3 | 3 | -1.6 | -4 | 0 | 7 | -6
Cc1ccc(Cn2c(C3CCCN3c3nc(C)cs3)nc3cc(C(F)(F)F)ccc32)cc1 (centres undefined) | 27 | 24 | 1 | 21 | -1.1 | -5 | -6 | -6 | 17
Cc1ccc2c(c1)N(C(=O)CCC(=O)NC1CCN(Cc3ccccc3)CC1)CC(C)O2 (centres undefined) | 10 | -3 | -1 | -2 | 2.1 | 0 | -1 | 1 | -7
CC(C)CNC(=O)CSc1nc(-c2cccs2)cc(C(F)(F)F)n1 | 17 | 6 | -3 | 14 | -0.9 | 3 | 2 | 0 | 10
CCOC(=O)c1c(N)nn(C(=O)c2ccccc2F)c1-c1ccc(OC)cc1 | 26 | 26 | -1 | 20 | 0.5 | -5 | 1 | 3 | 9
CCC(C)NS(=O)(=O)c1ccc(OCC(=O)NCc2ccccn2)cc1 (centres undefined) | 0 | -1 | -3 | 9 | 1.6 | -1 | 0 | -5 | 7
Cc1ccc(CS(=O)(=O)Cc2ccc(C(=O)NCc3cccnc3)o2)cc1 | 10 | 4 | 3 | -4 | -0.7 | 1 | -6 | 19 | -15
Cc1nc2sccn2c(=O)c1S(=O)(=O)NCCc1ccccc1 | 6 | 6 | -1 | 2 | 2.2 | -1 | -1 | 0 | 13
Clc1ccc(-c2c[n+]3c(n2-c2ccccc2)SCC3)cc1 | -9 | 11 | -2 | -13 | -1.2 | -1 | -2 | -9 | 22
CNC(=S)NNC(=O)c1sccc1OCc1ccc(C)cc1 | -24 | 11 | -1 | -17 | -0.8 | -2 | 0 | 8 | 17
CSc1nsc(/C=C/Nc2ccc(O)cc2C)c1C#N | 27 | 46* | 3 | 18 | -2.4 | 1 | 7 | 6 | 16
O=C(NCc1cccc(Cl)c1)c1ccc2ccccc2n1 | 29 | 18 | -3 | 26 | 1.1 | 0 | 3 | 13 | 7

(listing goes on)
SMILES | tim23-1 inh | tim10-1 inh | UPR XBP1 act | TIM10 inh | UPR CHOP act | APJ ag | NR3A LBD binder | NLRP3 yeast inh | Mdm2-MdmX inh
CCOC(=O)c1ccc(NC(=S)N(CCCN2CCCC(C)C2)Cc2ccco2)cc1 (centres undefined) | 9 | -8 | -3 | 7 | 1.9 | -3 | 2 | 21 | 30
CCc1cc(=O)oc2cc(C)cc(OCC(C)=O)c12 | 9 | -10 | -2 | -7 | 0.3 | 1 | -1 | 23 | 7
Cc1c(C(=O)N/N=C/c2ccccc2)sc(=S)n1C | 12 | 7 | -1 | 11 | -1.6 | 4 | -2 | 26 | -8
CCn1c(=O)cc(SCC(=O)Nc2ccc3c(c2)OCO3)c2ccccc21 | 0 | 2 | 3 | -4 | 0.8 | -1 | 0 | 19 | 33
CC(/C=C1\NC(=S)NC1=O)=C\c1ccccc1 | 17 | 35 | 0 | 18 | 2.8 | -6 | -10 | 18 | 8
COc1ccc(C(=O)Nc2ccccc2Cc2ccccc2)c(OC)c1 | 2 | -13 | -2 | -22 | -1.1 | -2 | -4 | 17 | -3
C=CCOC(=O)C1=C(C)Nc2nnnn2C1c1cccc(OC)c1OC (centres undefined) | 13 | 9 | 0 | 10 | 1.5 | -6 | 0 | 3 | -3
COc1cc(-c2noc(C)c2C(=O)NCCc2cccs2)cc(OC)c1OC | 15 | 5 | 0 | -2 | 0.6 | -2 | 3 | 6 | -29
Cn1c(=O)c2c(nc(Cl)n2CCOc2ccccc2)n(C)c1=O | -8 | -8 | -3 | 10 | 3.0 | 7 | 1 | 3 | 11
CC(C)CC(=O)Nc1ccc(C(=O)COc2ccc(-c3nnco3)cc2)cc1 | 13 | 20 | -2 | 23 | -0.1 | -3 | -7 | 1 | 31
CCOC(=O)C1CCCN(C(=O)c2ccc(Cl)cc2)C1 (centres undefined) | 10 | 12 | -1 | 1 | 1.6 | 2 | -2 | 10 | -34
O=[N+]([O-])c1ccc2nc(-c3ccccc3[N+](=O)[O-])[nH]c2c1 | 2 | 23 | 3 | 7 | 0.0 | 0 | -2 | 20 | 9
N#Cc1ccc(/C=C\c2nccc3c2[nH]c2ccccc23)cc1 | -3 | 11 | -2 | 5 | -1.0 | 2 | 12* | 7 | 51*
CCN(CC)S(=O)(=O)c1ccc2c(c1)nc(SCC(N)=O)n2-c1ccc(OC)cc1 | 7 | -7 | -5 | -14 | -1.0 | 2 | -2 | 30 | 4
Cc1nc2ccccc2nc(C)c1=NOCc1cccc(Cl)c1 | 0 | 13 | 6 | -17 | -0.4 | -4 | -2 | 17 | 29
Cc1onc(-c2ccccc2)c1C(=O)N/N=C/c1cn(C)c2ccccc12 | 18 | 15 | -4 | 17 | 0.5 | -3 | -12 | 11 | -23
CCn1c(SCc2ccccc2Cl)nc2ccccc21 | 43 | 33 | 2 | 5 | 6.0 | -3 | 5 | 16 | -19
Cc1cc(C)n2nc(C(=O)Nc3c(C)nn(Cc4ccc(F)cc4)c3C)cc2n1 | 13 | 3 | -3 | 12 | 0.0 | -3 | 0 | -4 | -6
CC(C)CN(C(=O)C1COc2ccccc2O1)c1c(N)n(CC(C)C)c(=O)[nH]c1=O (centres undefined) | 2 | 3 | 1 | -5 | 0.2 | -2 | 0 | -1 | 21
COC(=O)C1C(O)=C(C=NCc2ccccc2)C(=O)CC1(C)C (centres undefined) | 20 | 28 | 2 | 15 | 1.7 | -1 | -6 | 8 | 4
O=S(=O)(c1ccc(Cl)cc1)n1cccn1 | 8 | 15 | -1 | -1 | -0.5 | -2 | -2 | -4 | 16
O=C(CN1C(=O)NC(Cc2c[nH]c3ccccc23)C1=O)NCCc1ccccc1 (centres undefined) | -6 | 13 | -1 | -16 | -0.6 | 0 | -1 | 14 | -9
CC(=O)[C@@]1(O)[C@H](C)CC2C3CC=C4CC(OP(=O)(O)O)CC[C@]4(C)C3CC[C@@]21C (some centres undefined) | 14 | 3 | -1 | 8 | 1.2 | -1 | 2 | 5 | -37
CCCCCCCC(=O)NNC(=O)CC(=O)Nc1ccccc1C(=O)O | 19 | -11 | -2 | 1 | 2.6 | 4 | 1 | 26 | 5
O=C(Cc1cccs1)N/N=C/c1ccco1 | -2 | -8 | -2 | 1 | -1.2 | -3 | 1 | 22 | -7

(further entries)
SMILES | tim23-1 inh | tim10-1 inh | UPR XBP1 act | TIM10 inh | UPR CHOP act | APJ ag | NR3A LBD binder | NLRP3 yeast inh | Mdm2-MdmX inh
COc1ccc(NCC(=O)Nc2ccc(C#N)cc2)cc1Cl | 19 | 8 | -1 | 2 | 4.7 | 0 | 8 | 8 | -15
COc1ccc(/C=C/C(=O)c2ccc(OC)cc2O)cc1 | 6 | -3 | -1 | 11 | 5.5 | 5 | -4 | 36 | 2
CC(NCc1ccc(S(N)(=O)=O)cc1)C(=O)NCc1ccccc1 (centres undefined) | -21 | -3 | 2 | -14 | -2.0 | -4 | 0 | 25 | 14
Cc1ccccc1CN(c1ccc(C(=O)NCc2cccnc2)cc1)S(C)(=O)=O | 0 | -3 | 3 | -9 | 0.4 | -1 | 1 | 27 | 28
COC(=O)CSC1=C(C#N)C(c2sccc2C)CC(=O)N1 (centres undefined) | 26 | 11 | -1 | 7 | -0.9 | -1 | 0 | 22 | 1
Cc1oc2ccccc2c1CC(=O)NCCCN(C)C | -5 | 0 | -3 | -6 | 1.1 | -3 | 1 | 16 | -38
